# Mac1 fbg enh – CD11b/CD18-fibrinogen binding enhancement | K562 CD11b/CD18 adhesion to fibrinogen, ATPlite luminescence | AID 1499 | hit rate 0.07% among 93,000 | activation, % at 10 µM;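 active = 10 µM primary screen giving 50% or more activity, confirmed by 40% or more on retest at that dose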; note: strong numbers were not always called active
# ERa SRC1 inh – blocks coactivator binding to human estrogen receptor alpha. hit rate 1.7% among 86,000. TR-FRET ER-alpha LBD / SRC-1 peptide, estradiol-bound. inhibition, % at 25.6 µM. AID 629; in the data active = inhibition above about 50%;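 note: 0% = receptor plus peptide control and 100% = peptide only without receptor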
# Target sequence (P03372 whole entry, looked up, the tested form may be a part): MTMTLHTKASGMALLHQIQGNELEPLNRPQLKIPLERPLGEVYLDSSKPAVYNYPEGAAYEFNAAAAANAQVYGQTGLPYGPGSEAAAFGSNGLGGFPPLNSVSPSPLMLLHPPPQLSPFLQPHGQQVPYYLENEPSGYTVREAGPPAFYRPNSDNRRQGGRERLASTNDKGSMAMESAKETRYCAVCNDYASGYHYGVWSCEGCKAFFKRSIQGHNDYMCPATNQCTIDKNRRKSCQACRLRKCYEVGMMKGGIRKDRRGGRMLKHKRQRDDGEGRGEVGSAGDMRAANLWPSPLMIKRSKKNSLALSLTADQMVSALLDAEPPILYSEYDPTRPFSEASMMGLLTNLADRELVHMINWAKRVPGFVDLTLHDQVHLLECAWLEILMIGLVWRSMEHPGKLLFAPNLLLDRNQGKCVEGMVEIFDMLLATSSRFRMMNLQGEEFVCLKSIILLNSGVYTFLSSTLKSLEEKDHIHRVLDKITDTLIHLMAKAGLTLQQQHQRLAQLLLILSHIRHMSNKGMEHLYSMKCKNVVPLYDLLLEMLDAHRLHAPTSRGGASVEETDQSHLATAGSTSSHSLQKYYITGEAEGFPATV
# ERa coact pot – ER-alpha (human) coactivator binding potentiation; P03372; TR-FRET ERalpha-LBD/SRC-Cy5 coactivator binding, 2 h; 100 = basal binding, no effect; coactivator binding (% of control), % at 25.6 µM; hit rate 1.3% among 86,000; in the data active = activity above about 200%;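 note: binding measured in presence of low estradiol as agonist stimulus; 0% = peptide alone without receptor and 100% = receptor with peptide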
# CYP2C19 inhib – human CYP2C19 inhibition. P33261. CYP2C19 Supersomes, luciferin-H EGE luminescence, 30 min. inhibition, % at 5 µM. hit rate 21% among 96,000;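 active = CYP2C19 inhibition above a set limit at 5 µM in the primary screen, cut at about 50% in these data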;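 note: plate controls were negative control wells for no effect and 2.5 mM tranylcypromine positive control for full effect; values of inactives mirror those of a sister screen read the other way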
# Target sequence (P33261 whole entry, looked up): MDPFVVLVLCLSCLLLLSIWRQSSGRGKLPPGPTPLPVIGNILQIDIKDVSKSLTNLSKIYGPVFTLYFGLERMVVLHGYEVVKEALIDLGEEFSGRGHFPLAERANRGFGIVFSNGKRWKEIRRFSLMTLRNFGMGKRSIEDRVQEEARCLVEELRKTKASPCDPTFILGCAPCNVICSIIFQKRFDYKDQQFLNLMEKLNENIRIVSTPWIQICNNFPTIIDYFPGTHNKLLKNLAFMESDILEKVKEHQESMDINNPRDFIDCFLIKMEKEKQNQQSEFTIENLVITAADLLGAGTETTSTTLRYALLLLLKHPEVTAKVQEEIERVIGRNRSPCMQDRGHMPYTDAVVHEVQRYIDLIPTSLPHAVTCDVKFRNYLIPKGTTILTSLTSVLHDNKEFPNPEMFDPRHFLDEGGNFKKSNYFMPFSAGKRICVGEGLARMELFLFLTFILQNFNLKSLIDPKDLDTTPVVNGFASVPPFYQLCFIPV
# HUVEC inhibit – blocks proliferation of human endothelial cells. HUVEC proliferation, CellTiter-Glo luminescence, 72 h; hits give low values. viability, % at 10 µM (by protocol). hit rate 1.1% among 86,000;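 active = viability at or below 30%; inactive = viability above 30%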;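 note: 100% = median luminescence of DMSO-only cell control wells on each plate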
# Lung fibro prol – blocks proliferation of human lung fibroblasts; LL 47 human lung fibroblast viability, ATP luminescence; hits give low values; viability, % at 10 µM; hit rate 1.1% among 85,000; AID 719;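 active = viability at or below 50% in the single dose screen; inactive = viability above 50%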;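 note: compound exposure lasted 72 h before the ATP readout; 100% = median luminescence of untreated cell-only wells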
#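 Material: Human LL 47 lung fibroblast cells | Input: 1,150 cells/well | Buffer or medium: IMEM plus 15% FBS | Compound dosing: 0.1% DMSO in all compound wells | Times: Overnight cell rest, 72 h compound treatment at 37 °C | Signal: CellTiter-Glo luminescence measuring cellular ATP | Measure: % viability versus median cells-only luminescence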
# CD11b adhes inh – CD11b/CD18-fibrinogen binding inhibition; P05107+P11215; K562 CD11b/CD18 adhesion to fibrinogen, ATPlite luminescence; Mn2+ added to activate the integrin; inhibition, % at 10 µM; hit rate 0.54% among 93,000;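 active = primary inhibition of 50% or more at 10 µM, then 40% or more on retest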; note: some results filed as inactive read as strong as hits
# H69AR growth 86K – growth inhibitors of human H69AR lung tumor cells. H69AR lung tumor viability, ATP luminescence, 72 h; hits give low values. viability, % at 10 µM. hit rate 6% among 85,000;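 active = viability at or below 40%; inactive = viability above 40%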;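 note: multidrug resistant small cell line overexpressing MRP-1 efflux transporter; 100% = mean luminescence of untreated control wells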
# CYP2C19 act – cytochrome P450 2C19 (human) activation | P33261 | recombinant CYP2C19, luciferin-H EGE luminescence; hits give high values; 0 = fully inhibited enzyme, 1 = untreated enzyme | activation factor at 5 µM | 96,000 tested, under 10 active | AID 1025;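 active = activation factor of at least 2 at 5 µM in the primary screen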;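 note: 0 = wells with 2.5 mM tranylcypromine and 1 = vehicle-only wells; values of inactives mirror those of a sister screen read the other way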
# * hit, by the source's call; / = not tested or not shown; [ ] = remark or other dose.
no.	Structure	Mac1 fbg enh	ERa SRC1 inh	ERa coact pot	CYP2C19 inhib	HUVEC inhibit	Lung fibro prol	CD11b adhes inh	H69AR growth 86K	CYP2C19 act
1	COc1ccc(CNC(=O)c2noc3c2CCCCC3)cc1	2	-7[fluorescence artefact?]	100	42	97	92	-3	93	0.6
2	CCOC(=O)c1c(NC(=O)CCc2ccc(CC)o2)sc(C)c1C	-4	2	94	4	110	98	0	96	1
3	Cc1cc(=O)n2nc(N3CCC(C(=O)NCc4cccnc4)CC3)sc2n1	-1	-8	105	0	96	99	-3	94	1
4	COc1ccc2c(c1)-c1nc(NC(=O)c3ccco3)sc1CC2	/	-11	116	/	100	106	/	39*	/
5	O=C(C(c1ccccc1)N1CCOCC1)N1CCOCC1 (stereo not drawn)	-4	1	110	-1	103	105	-19	88	1
6	O=C(Cn1cnc2ccccc2c1=O)N1CCN(c2ccccc2)CC1	/	-16	113	/	98	95	/	78	/
7	CCOCCCNC(=O)c1ccccc1SCC	/	2	107	/	98	98	/	99	/
8	CC(=O)c1c(N2CCCCC2)nc(=O)n(-c2ccccc2)c1C	-2	-6	112	13	91	94	-22	106	0.9
9	O=C(OCC(=O)N1CCOCC1)c1ccccc1SCC(=O)N1CCCC1	-1	-5	115	1	111	99	-13	94	1
10	CCC(CO)Nc1ncnc2c1cnn2-c1ccc(Cl)cc1 (stereo not drawn)	-3	-3	101	46	94	117	19	86	0.5
11	CN(C)c1ccc(-c2nnc(-c3ccc(S(=O)(=O)C(F)F)cc3)o2)cc1	72	55*[fluorescence artefact?]	241*	6	98	99	-29	109	0.9
12	CCCCNC(=O)CSc1nc2ccccc2c(=O)n1C1CCCC1	0	-1	117	26	101	97	-6	102	0.7
13	OCCNc1ncnc2c1c(-c1ccccc1)c(-c1ccccc1)n2Cc1ccco1	0	/	/	41	/	/	5	/	0.6
14	N#Cc1ccc(Sc2nc3ccccc3[nH]2)cc1C#N	4	-9	99	76*	91	97	-9	68	0.2
15	CCOC(=O)N1CCC(N2Cc3cccc(C(=O)NCc4ccc(C)cc4)c3C2=O)CC1	-1	4	101	25	84	92	5	72	0.8

# Single records, from the list above. Values in the order: Mac1 fbg enh | ERa SRC1 inh | ERa coact pot | CYP2C19 inhib | HUVEC inhibit | Lung fibro prol | CD11b adhes inh | H69AR growth 86K | CYP2C19 act
# COc1ccc2c(c1)-c1nc(NC(=O)c3ccco3)sc1CC2 is listed with / | -11 | 116 | / | 100 | 106 | / | 39* | /
# CCOCCCNC(=O)c1ccccc1SCC is listed with / | 2 | 107 | / | 98 | 98 | / | 99 | /

# Next records.
no.	Structure	Mac1 fbg enh	ERa SRC1 inh	ERa coact pot	CYP2C19 inhib	HUVEC inhibit	Lung fibro prol	CD11b adhes inh	H69AR growth 86K	CYP2C19 act
16	Clc1ccc(Cc2nnc(-c3ccccc3Br)o2)cc1	/	-7	106	/	113	101	/	103	/
17	CCOc1cccc(NC(=O)CC#N)c1	-2	-10	101	-6	101	115	-2	99	1.1
18	O=C(CN1C(=O)NC2(CCCC2)C1=O)Nc1ccccc1F	-4	/	/	15	/	/	3	/	0.8
19	Cc1nc(Cl)c2oc3ccccc3c2n1	-6	/	/	50	/	/	0	/	0.5
20	Cc1ccccc1-n1c(C)nnc1SCC(=O)NCC1CCCO1 (stereo not drawn)	-2	-6	100	10	97	96	-23	75	0.9
21	Cc1nn2c(N3CCCC3)cc(C(C)C)nc2c1-c1ccccc1	-3	-12	109	-8	119	92	-8	77	1.1
22	COC(=O)C1=C(C)NC(=O)C1(Nc1nccs1)C(F)(F)F (stereo not drawn)	0	-17[fluorescence artefact?]	123[fluorescence artefact?]	8	93	92	-9	89	0.9
23	O=C(Cn1nnc(-c2ccccc2)n1)NCc1ccc2c(c1)OCO2	-1	-14	126	25	103	104	-2	99	0.7
24	Cc1cccc(C(=O)Nc2ccccc2SCC2CSc3nc4ccccc4c(=O)n32)c1 (stereo not drawn)	-3	/	/	22	/	/	17	/	0.8
25	Cc1ccccc1C(=O)N1CCC(C(=O)Nc2ccc3c(c2)OCCO3)CC1	-4	15	84[fluorescence artefact?]	4	98	112	-23	94	1
26	COc1ccc(-c2nnc(SCC(=O)OC3CCCCC3)o2)cc1OC	-1	6	86	1	84	93	0	93	1
27	COc1ccc(NC(=O)C2CCC(C)(C(=O)O)C2(C)C)cc1 (stereo not drawn)	-2	-12	124	-9	96	101	-4	83	1.1
28	CCOC(=O)C1/C(=N\O)CC(C)(O)C(C(=O)OCC)C1c1ccc(OC)c(OC)c1 (stereo not drawn)	1	15	108	6	101	99	6	102	0.9
29	CCOC(=O)CCCCC(=O)c1[nH]c(=O)[nH]c1CSc1nc(-c2ccccc2)c(C#N)c(=O)[nH]1	10	12	73	46	91	98	-7	110	0.5
30	CCC1c2ccc(C)n2CCN1C(=O)Nc1ccccc1C(=O)OC (stereo not drawn)	-3	-7	89[fluorescence artefact?]	86*	108	97	10	71	0.1
31	Cc1onc(-c2c(Cl)cccc2Cl)c1C(=O)Nc1ccc2c(c1)OCCO2	1	1	108	54*	99	101	-15	77	0.5
32	CCCCCC(C)n1[nH]c(=O)c2c(C)cc(C)nc21 (stereo not drawn)	-1	1	113	98*	109	96	13	97	0
33	Cc1occc1C(=O)NNC(=O)c1ccc(F)cc1	-2	/	/	-7	/	/	-9	/	1.1
34	COCCCn1c(=N)c(C(=O)NCC2CCCO2)cc2c(=O)n3cccc(C)c3nc21 (stereo not drawn)	-1	-15	95[fluorescence artefact?]	/	92	96	-6	87	/
35	O=C(NCc1ccc2c(c1)OCO2)c1ccc(CN2CCc3ccccc3C2)cc1	-3	-6	115	24	94	89	7	101	0.8
36	O=C(CCCn1c(=O)c2sccc2n(Cc2ccc(F)cc2)c1=O)NCc1ccco1	18	-1	97	80*	69	96	-14	22*	0.2
37	CCn1c(COc2cc(C)cc(C)c2)nnc1SCC(=O)N1CCN(c2ccccc2)CC1	-4	/	/	-5	/	/	6	/	1.1
38	COc1ccc(C(=O)NCCSCc2ccccc2C)cc1	-1	/	/	55*	/	/	-4	/	0.4
39	O=C(COc1ccc(Br)cc1)N1CCCCCC1	-4	11	95[fluorescence artefact?]	94*	101	112	10	102	0.1
40	O=C(Nc1ccc(Cl)cc1)Nc1ccc(N2CCOCC2)cc1	0	-23	104	-8	93	92	-5	98	1.1
41	CS(=O)(=O)Nc1ccc2c(c1)nc1n2CCOC1	4	14[fluorescence artefact?]	110	-4	98	96	-8	100	1
42	CC(=O)Nc1ccc(S(=O)(=O)N2CCN(CC(=O)NC3CCCC3)CC2)cc1	-2	0	33	-21	97	104	0	95	1.2
43	Cc1cc(C)c2cc(CN(CC3CCCO3)C(=O)NC3CCCCC3)c(=O)[nH]c2c1 (stereo not drawn)	/	-1	103	/	86	98	/	63	/
44	CC1(C)CNC(=O)C=C(c2ccccc2)C1	-5	-4[fluorescence artefact?]	88	3	102	108	-2	86	1
45	COc1ccc(S(=O)(=O)Oc2ccc3c(c2)O/C(=C\c2cccnc2)C3=O)cc1	3	-7	97[fluorescence artefact?]	75*	93	94	-35	17*	0.3
46	CCOC(=O)N1CCC(NC(=O)CN2C(=O)CCSc3ccccc32)CC1	-2	0	97	12	94	95	8	100	0.9
47	Brc1ccc(C2=Nn3c(nnc3-c3cccnc3)SC2)s1	/	3	122	-10	92	98	/	100	1.1
48	COc1cc(C2CC(=O)NC3=C2C(=O)CC(C)(C)C3)ccc1O (stereo not drawn)	/	5	108[fluorescence artefact?]	0	96	98	/	110	1
49	CCOC(=O)C1C(C#N)=C(N)OC(C)=C1c1ccncc1 (stereo not drawn)	1	-16	115	80*	92	103	-19	61	0.2
50	N#CCN1CCN(CC(=O)Nc2ccc(OCc3ccccc3)cc2)CC1	-1	-5	106	22	80	100	-31	98	0.8
51	O=P(O)(O)c1ccccc1OCCCCCOc1ccccc1P(=O)(O)O	1	-8	83	-2	97	96	10	94	1
52	Cn1c(=O)c2ccccc2n(Cc2ccccc2F)c1=O	-1	/	/	52*	/	/	12	/	0.5
53	CCN1C=C(Cc2ccc(F)cc2)C2=C(C1)C(c1ccc(F)cc1)C(C#N)=C(N)O2 (stereo not drawn)	-5	/	/	46	/	/	7	/	0.5
54	COC(=O)CSc1nc2c(c(-c3ccco3)c1C#N)CCCC2	0	13	109	11	93	103	-22	48	0.9
55	CC1=NOC(=O)/C1=C\c1ccc(-c2cc(Cl)ccc2Cl)o1	-6	10	145	60*	8.2*	6.3*	30	2.0*	0.4
56	CCN1CCN(c2ncc(C(=O)Nc3cc(Cl)c(OC)cc3OC)c3ccccc23)CC1	/	-4	99	/	18*	85	/	23*	/
57	C=CCn1c(SCC(=O)Nc2ccccc2C)nnc1-c1ccncc1	-4	0	98	74*	96	102	10	98	0.3
58	Cn1c(Cc2ccccc2)nnc1SCC(=O)Nc1ccccc1N1CCOCC1	3	-3	81	-4	99	/	-18	93	1
59	CC1(c2ccccc2)NC(=O)N(CCN2C(=O)c3ccccc3C2=O)C1=O (stereo not drawn)	-1	-3	109	96*	96	95	-4	94	0
60	O=C(Nc1ccc(N2CCOCC2)c(Cl)c1)c1cc2ccccc2o1	/	-7[fluorescence artefact?]	95	/	63	90	/	54	/
61	Cc1ccc2cccc(SCC(=O)N3CCOCC3)c2n1	-2	3	151	25	91	101	-24	89	0.8
62	O=S(=O)(NCc1ccccc1)c1ccc(S(=O)(=O)N(Cc2ccccn2)Cc2ccco2)cc1	-2	1[fluorescence artefact?]	107[fluorescence artefact?]	6	61	85	-10	67	0.9
63	Cc1nc2ccc(NC(=O)c3sccc3C)cc2s1	-2	11	88	-2	87	102	19	82	1
64	CCS(=O)(=O)N1CCCC(C(=O)NC2CCCCC2)C1 (stereo not drawn)	7	0	91	27	96	100	-2	98	0.7
65	CCOC(=O)CSc1ncc(-c2cccc(Cl)c2)cn1	-1	/	/	11	/	/	3	/	0.9
66	C=CCOc1c(Br)cc(C2NC(=O)NC(C)=C2C(C)=O)cc1OCC (stereo not drawn)	/	17	99	13	90	84	/	85	0.9
67	O=C(c1ccncc1)N1CCN(C(=O)c2ccncc2)CC1	-3	-6	116[fluorescence artefact?]	16	96	99	-1	102	0.8
68	COC(=O)NCC1(C)CC(NC(=O)OC)CC(C)(C)C1 (stereo not drawn)	-2	-4[fluorescence artefact?]	124	77*	108	97	14	91	0.2
69	Cc1nnc(SCc2ccccc2C#N)n1-c1ccccc1	-4	-5	122	38	97	94	24	73	0.6
70	CCCCC(=O)Nc1ncc2c(n1)CC(C)(C)CC2=O	2	/	/	1	/	/	-18	/	1
71	Cc1ccccc1N1C(=O)[C@@H]2Cc3ccccc3CN2C1=O	-3	-6	108	-4	106	86	-10	89	1
72	CC(OC(=O)CNC(=O)c1ccc2c(c1)OCO2)C(=O)NCCC1=CCCCC1 (stereo not drawn)	0	-1	100	63*	99	93	-4	92	0.4
73	Cc1nc2cccc(C)n2c(=O)c1Cl	-1	0	103	1	106	108	-2	99	1
74	COc1ccccc1CC1(C)NC(=O)N(CC(=O)N2CC(C)OC(C)C2)C1=O (stereo not drawn)	1	14	115	57*	98	103	0	104	0.4

# Quoted at random: two compounds from above, in no set order.
no.	Structure	Mac1 fbg enh	ERa SRC1 inh	ERa coact pot	CYP2C19 inhib	HUVEC inhibit	Lung fibro prol	CD11b adhes inh	H69AR growth 86K	CYP2C19 act
73	Cc1nc2cccc(C)n2c(=O)c1Cl	-1	0	103	1	106	108	-2	99	1
66	C=CCOc1c(Br)cc(C2NC(=O)NC(C)=C2C(C)=O)cc1OCC (stereo not drawn)	/	17	99	13	90	84	/	85	0.9

# Assay outcomes deposited in PubChem by several laboratories.
